# Source: PubChem BioAssay (Sanford-Burnham Center for Chemical Genomics)
# EBI2 antag: EBI2 (human) antagonism; EBI2 beta-arrestin recruitment, luminescence, 7a,25-OHC stimulated; inhibition, % at 5 µM; hit rate 0.81% among 360,000; AID 651636; in the data active = inhibition above about 38%;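 note: enzyme fragment complementation signal reports receptor beta-arrestin coupling in cells; 0% = agonist plus DMSO wells and 100% = wells without agonist; some results beyond the cut were filed as inactive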
# CCR6 antagonist: CCR6 (human) receptor antagonism; hit rate 0.49% among 340,000; inhibition, % at 20 µM; P51684; CHO-K1 CCR6 PathHunter beta-arrestin, luminescence, CCL20-stimulated; AID 493098;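 active = compounds whose inhibition of the agonist-driven luminescence signal at 20 µM reaches about 50%, limit read from the data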;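 note: cells stimulated with CCL20 at 14 nM final; plate controls were DMSO with CCL20 for no effect and DMSO without agonist for full effect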
# Target sequence (P51684 whole entry, looked up): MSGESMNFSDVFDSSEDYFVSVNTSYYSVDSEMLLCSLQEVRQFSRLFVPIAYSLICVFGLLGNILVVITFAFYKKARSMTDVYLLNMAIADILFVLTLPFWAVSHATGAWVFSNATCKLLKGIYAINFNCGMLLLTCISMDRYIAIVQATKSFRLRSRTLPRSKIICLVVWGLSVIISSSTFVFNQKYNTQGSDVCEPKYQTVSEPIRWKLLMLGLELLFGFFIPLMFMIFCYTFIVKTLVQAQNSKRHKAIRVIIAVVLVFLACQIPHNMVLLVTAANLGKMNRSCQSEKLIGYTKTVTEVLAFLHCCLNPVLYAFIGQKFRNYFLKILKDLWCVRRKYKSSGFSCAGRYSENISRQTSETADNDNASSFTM
# APJ agonist: agonists of human APJ apelin receptor; CHO-K1 APJ PathHunter beta-arrestin, luminescence; 0% DMSO wells, 100% apelin; activation, % at 20 µM; hit rate 0.11% among 330,000;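 active = activation more than six SD over the plate average, tested at 20 µM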;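 note: 0% = DMSO alone and 100% = apelin-13 at 10 nM; some results filed as inactive read as strong as hits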
# Target sequence (P35414 whole entry, looked up): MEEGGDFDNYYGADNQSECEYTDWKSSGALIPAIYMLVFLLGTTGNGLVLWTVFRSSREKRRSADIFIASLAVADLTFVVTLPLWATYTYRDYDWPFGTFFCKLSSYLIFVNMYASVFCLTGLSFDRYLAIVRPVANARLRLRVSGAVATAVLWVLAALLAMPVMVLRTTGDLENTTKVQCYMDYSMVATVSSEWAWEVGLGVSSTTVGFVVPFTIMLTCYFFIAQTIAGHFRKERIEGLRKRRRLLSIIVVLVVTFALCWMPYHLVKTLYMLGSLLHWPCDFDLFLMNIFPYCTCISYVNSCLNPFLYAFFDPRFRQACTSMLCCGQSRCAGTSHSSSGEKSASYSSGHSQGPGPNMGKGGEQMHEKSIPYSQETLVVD
#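 Assay system: engineered CHO-K1 APJ arrestin reporter cells; Amount: 1000 CHO-K1 reporter cells seeded per well; Dosing: one dose, 20 µM compound, 1% DMSO; Times: compound stimulation 90 min at 25 °C, detection 60 min; Measured by: luminescent beta-gal fragment complementation, chemiluminescent substrate; Read-out: APJ–arrestin association signal; Controls: DMSO vs Apelin-13 10 nM.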
# UBC13 inh: inhibitors of human UBC13 polyubiquitin chain formation; hit rate 0.47% among 330,000; AID 485273; P61088; inhibition, % at 20 µM; TR-FRET; in the data active = inhibition above about 45%, passing the limit was not always enough
# Target sequence (P61088 whole entry, looked up): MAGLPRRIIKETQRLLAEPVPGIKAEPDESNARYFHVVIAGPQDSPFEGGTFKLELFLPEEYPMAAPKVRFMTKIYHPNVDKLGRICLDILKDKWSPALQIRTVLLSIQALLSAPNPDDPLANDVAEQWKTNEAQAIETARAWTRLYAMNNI
# Gli-Sufu antag: antagonists of Gli-Sufu signaling; Sufu-KO-LIGHT fibroblasts, Gli luciferase reporter luminescence; inhibition, % at 5 µM; hit rate 0.74% among 340,000;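 active = inhibition above about 55%, limit read from the data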;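 note: 0% = DMSO-treated cells and 100% = wells with medium but no cells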
# CXCR6 block: blocks human CXCR6 beta-arrestin recruitment. CHO-K1 PathHunter CXCR6 beta-arrestin, luminescence. inhibition, % at 20 µM. hit rate 0.36% among 360,000. AID 602244; in the data active = inhibition above about 34%, passing the limit was not always enough;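 note: antagonist mode with CXCL16 agonist at 10 nM final; 0% = 10 nM CXCL16 with DMSO and 100% = unstimulated wells without agonist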
# ATG4B inhibitor: inhibitors of human ATG4B cysteine protease | AID 504462 | hit rate 0.51% among 340,000 | inhibition, % at 8.33 µM | ATG4B cleavage of LC3-PLA2, NBD-HPC fluorescence, 1 h; in the data active = inhibition above about 40%
# APJ antagonist: blocks the human apelin receptor APJ; P35414; inhibition, % at 20 µM; hit rate 0.32% among 330,000; CHO-K1 APJ beta-arrestin complementation, luminescence;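 active = inhibition above about 40% at 20 µM, limit read from the data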;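 note: cells challenged with 10 nM apelin-13 agonist together with compound; plate controls were apelin-13 plus DMSO wells for no effect and DMSO wells lacking apelin-13 for full effect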
# * = called active by the depositor; · = not tested or not shown.
SMILES,EBI2 antag,CCR6 antagonist,APJ agonist,UBC13 inh,Gli-Sufu antag,CXCR6 block,ATG4B inhibitor,APJ antagonist
Cc1ccc(C)c(NC(=O)CN(C)C(=O)Cn2c(=O)oc3ccccc32)c1,-8,12,5,-1,-7,-12,-7,-30
Nc1[nH]ncc1C(=O)Nc1cccc(C(F)(F)F)c1,-4,1,-1,7,-6,4,5,0
O=C(COc1ccccc1)N/N=C/c1sc(=O)n(Cc2cccc(C(=O)O)c2)c1Cl,7,16,-4,-14,-30,8,-7,6
CC(CN1CCNCC1)(NS(=O)(=O)c1ccccc1)c1ccccc1 (stereo unspecified),2,-5,-3,17,27,5,-7,-1
O=C(NC1CC1)c1cccc(Nc2ccc(-c3ccc4c(c3)OCCO4)nn2)c1,0,-28,4,2,-45,-11,-12,-4
S=C(NCc1cccnc1)Nc1ccc(Oc2ccccc2)cc1,-10,4,-2,6,-15,-10,5,2
CCC(C(=O)NC1CC(C)(C)NC(C)(C)C1)c1ccccc1 (stereo unspecified),-6,17,-2,4,·,-2,3,14
Cc1sc2c(c1C)C(=O)NC(c1ccccc1F)N2 (stereo unspecified),-5,-12,-6,-9,2,-2,8,24
O=C(OCC(=O)N1CCN(Cc2ccccc2)CC1)c1ccc(Cl)cc1,-8,15,3,-12,0,-5,-5,-9
COc1ccc(/C=C(/NC(=O)c2ccc(C)cc2)C(=O)NCC2CCCO2)cc1 (stereo unspecified),-6,1,-3,-10,0,0,8,6
O=C(CN1C(=O)NC2(CCOc3ccccc32)C1=O)NCc1ccc(F)cc1 (stereo unspecified),-1,10,-1,-11,-10,7,-2,0
Cc1cccc(C)c1NC(=O)CN1C(=O)NC(C)(C2CC2)C1=O (stereo unspecified),-4,8,-1,-10,0,4,-3,11
CCN1C(=O)c2cccc3c(N)ccc1c23,-17,3,24*,-153,-1,-16,2,0
COc1cc(C)c(C2NC(=O)c3ccccc3N2)cc1C (stereo unspecified),-4,5,·,·,-21,2,1,·
Cc1cc(NC(=O)c2ccc3c(c2)OCCO3)ccc1NC(=O)c1cc2ccccc2o1,-3,10,3,-10,6,-8,-13,-5
CC(C)N(C(=O)COC(=O)Cn1cnc2ccccc21)c1ccccc1,-5,14,-2,3,-5,-13,-6,12
CCCCC1(CO)C(=O)N(c2ccccc2)N(c2ccccc2)C1=O,-2,7,-5,-7,7,7,-6,-5
Cc1cccc(NC(=S)N(CCCN2CCOCC2)Cc2ccccn2)c1,1,-9,-1,12,8,0,-9,8
O=C(Nc1c[nH]c(=O)[nH]c1=O)c1cccc(F)c1,-11,3,1,2,-15,-1,2,-3
Cc1n[nH]c(C)c1N1C(=O)c2cccc3cc(Br)cc(c23)C1=O,-2,-15,1,-8,-8,1,-1,13

# The last five records of the part above come first, to join the parts.
SMILES,EBI2 antag,CCR6 antagonist,APJ agonist,UBC13 inh,Gli-Sufu antag,CXCR6 block,ATG4B inhibitor,APJ antagonist
CC(C)N(C(=O)COC(=O)Cn1cnc2ccccc21)c1ccccc1,-5,14,-2,3,-5,-13,-6,12
CCCCC1(CO)C(=O)N(c2ccccc2)N(c2ccccc2)C1=O,-2,7,-5,-7,7,7,-6,-5
Cc1cccc(NC(=S)N(CCCN2CCOCC2)Cc2ccccn2)c1,1,-9,-1,12,8,0,-9,8
O=C(Nc1c[nH]c(=O)[nH]c1=O)c1cccc(F)c1,-11,3,1,2,-15,-1,2,-3
Cc1n[nH]c(C)c1N1C(=O)c2cccc3cc(Br)cc(c23)C1=O,-2,-15,1,-8,-8,1,-1,13
O=C(CN1C(=O)CSc2ccc(S(=O)(=O)N3CCOCC3)cc21)N1CCCCC1,-5,11,-4,0,2,6,-4,11
COc1ccc(CN2CC(C(=O)NCCC3=CCCCC3)CC2=O)cc1 (stereo unspecified),7,-5,-2,10,0,9,-7,4
COc1ccc(OCc2cnc(Cl)s2)cc1,-3,15,4,-1,5,-7,-7,-12
CCc1cccc(C)c1NC(=O)CCCSc1nc2ccccc2s1,16,14,-1,-1,1,4,65*,-3
CCOc1ccc(NC(=O)C(C)Oc2ccc(C#N)cc2)cc1S(=O)(=O)N1CCCC1 (stereo unspecified),2,5,-1,-4,-6,-3,-63,-5
Cc1ccc(NC(=O)CCc2ccc(S(=O)(=O)N3CCOCC3)cc2)c(Cl)c1,16,8,0,-4,3,5,-2,1
Cc1nn(CCC#N)c(NC(=O)c2ccccc2)c1P(=O)(Nc1ccc(Br)cc1)N1CCOCC1 (stereo unspecified),5,-2,-1,5,-7,4,-1,3
C=CCNc1nc(-c2cc3ccccc3o2)cs1,11,1,·,·,-123,-5,6,·
COC(=O)C1=C(C)NC(=O)CC1c1cc(Br)ccc1F (stereo unspecified),-5,10,-3,-3,-21,-10,-2,1
O=C(NCc1ccco1)C1Cc2ccccc2CN1C(=O)c1ccco1 (stereo unspecified),4,11,-4,-3,-10,-3,8,8
Nc1c(C(=O)NC2CCCC2)c2nc3ccccc3nc2n1/N=C/c1ccco1,28,-1,-2,10,2,8,-4,21
O=C(O)CN1C(=O)/C(=C\c2cc(Br)ccc2OCc2ccc(Cl)cc2Cl)SC1=S,-3,13,-4,-15,4,7,19,6
C=C(C)[C@@H]1CC=C(CN2CCC(N3CCC(C(=O)N4CCCC4)CC3)CC2)CC1,8,-5,1,6,-1,-5,10,-11
CCN1CCN(C(=O)/C=C/c2ccc3c(c2)OCO3)CC1,66*,16,-2,2,-5,0,-5,-3
C=CCOc1ccc2c(CC)cc(=O)oc2c1C,2,14,-4,10,-3,-1,2,7
NC(=O)CCn1cnc2ccccc21,-18,8,1,5,7,0,2,-7
COc1cccc(Nc2ccccc2C(=O)O)c1,-9,6,-2,-10,39,10,2,4
COCCCn1c(SCC(=O)NCc2ccco2)nc2sc3c(c2c1=O)CCC3,-1,-11,2,-4,10,6,-8,5
O=C(CNS(=O)(=O)c1ccc(Br)s1)NC1CCCc2ccccc21 (stereo unspecified),-2,-2,-4,-7,-5,-3,-9,16
Cc1noc(C)c1NC(=O)N(C)C[C@H]1Oc2ccc(NS(=O)(=O)c3cccs3)cc2C(=O)N([C@H](C)CO)C[C@@H]1C,-2,9,2,-4,-5,-2,3,3
COc1ccc(NC(=O)CSc2ncnc3c2nnn3-c2ccc(F)cc2)c(OC)c1,-1,11,6,-15,-13,8,1,-5
Cc1ccc(OC(=O)c2sc(Cl)nc2C)cc1C,-1,-13,-3,-3,-6,-15,6,-3
CCOc1cc(C(=O)NC2CC(C)(C)NC(C)(C)C2)cc(OCC)c1OCC,7,11,-1,-3,5,3,-2,5
CC1CN(S(=O)(=O)c2cccc(C(=O)NCCC3=CCCCC3)c2)CC(C)O1 (stereo unspecified),5,18,-3,-4,9,8,-10,17
COC(=O)c1ccc(COc2ccc(/C=N/O)cc2OC)o1,2,19,-2,-1,-9,0,-2,-13
O=C(NCc1ccco1)c1ccc(N2CCCC2=O)cc1,5,-3,-2,4,-7,-3,-4,4
COc1ccc(/C=N/N2C(C)CCCC2C)cc1OC (stereo unspecified),-14,3,-5,4,6,10,1,7
Cn1c(=O)cc(SCC(=O)N2CCN(C3CCCCC3)CC2)c2ccccc21,5,9,-4,66*,18,0,-1,-4
O=C(/C=C/c1cc(Br)ccc1F)OCC(=O)N1CCOCC1,-10,5,-3,1,-2,-2,-6,0
COc1cc(OC)cc(C(=O)Oc2c(CN3CCOCC3)cc(Cl)c3cccnc23)c1,-3,25,-2,-3,-7,25,-8,-2
CSc1cnnc2ccccc12,-8,4,·,·,2,4,10,·
COc1cc(-c2nnc3sc(Cc4ccc(Cl)cc4)nn23)cc(OC)c1OC,23,-2,-2,23,13,14,-3,4
CC(C)CC(=O)NC(=S)Nc1ccc(N2CCOCC2)cc1,-7,8,-3,4,-26,-11,1,7
CC(C)(C)NC(=O)CC1C(=O)NCCN1Cc1c(F)cccc1Cl (stereo unspecified),-7,3,-2,8,-14,0,2,6
CCc1c(C)nc(N)nc1OCC(F)(F)C(F)F,-22,-13,-2,1,3,1,-2,11
Clc1ccccc1Cn1nnc2c(NCC3CC3)ncnc21,0,9,2,8,-4,-6,1,-1
C/C(=C\C(=O)c1ccc(Br)cc1)NCc1ccc2c(c1)OCO2,6,3,-2,-1,10,-2,-4,6
CC(C)C(NS(=O)(=O)c1ccc2c(c1)oc(=O)n2C)C(=O)N1CCN(Cc2ccccc2)CC1 (stereo unspecified),-6,-4,4,7,-1,-3,-9,6
CC(C)COC(=O)C1[C@H]2C(=O)N(Cc3cccs3)C[C@]23C=C[C@H]1O3 (stereo partly specified),0,-5,-7,-2,2,-8,-8,4
CC(C)c1cn(C2OC(COC(=O)c3ccccc3)C(OC(=O)c3ccccc3)C2OC(=O)c2ccccc2)c(=O)[nH]c1=O (stereo unspecified),8,13,1,-40,16,2,2,-2
O=C(C(Cc1ccccc1)N1C(=O)c2ccccc2C1=O)N1c2ccccc2CCc2ccccc21 (stereo unspecified),28,23,-4,-13,16,14,-11,12
Cc1nc2ncnn2c(N2CCN(c3cccc(C(F)(F)F)c3)CC2)c1C,0,11,-1,6,18,-3,4,5
CCN(CC)S(=O)(=O)c1ccc(C)c(NC(=O)CNCCN(C(C)C)C(C)C)c1,-4,3,0,18,-7,-2,6,7
O=C1C=C(O)CC(c2ccco2)C1 (stereo unspecified),-5,10,-2,-8,0,-10,-9,-3
O=C(Cc1ccc2c(c1)OCCO2)N1CCN(S(=O)(=O)c2cccc(C(F)(F)F)c2)CC1,11,3,1,-1,-1,-12,3,6
Cc1cccc2sc(NNC(=O)c3ccc4c(c3)OCCO4)nc12,-10,3,3,4,1,-8,-12,-93
Cc1ccccc1Nc1nc(N)nc(COC(=O)c2ccc(S(=O)(=O)N(C)C)cc2)n1,6,-9,1,7,-7,-12,-2,-3
CN(C)CCCSc1nc2ccccc2s1,-4,2,-2,0,-9,5,-7,9
C=CCSC1=Nc2cc(OC)c(OC)cc2C2=NC(=O)CN12,-9,15,·,·,12,-4,-8,·
CC(c1cccs1)N(C(=O)Nc1ccccc1)C1CCCCC1 (stereo unspecified),4,5,-5,7,4,10,16,3
COc1ccc(S(=O)(=O)Nc2c(C)nn(C)c2C)cc1Br,-3,7,-1,6,8,-1,-4,-7
c1ccc(C2C/C(=N\N3CCOCC3)c3ccccc3O2)cc1 (stereo unspecified),0,17,-2,-13,-4,-1,-3,2
OCCN1CCN(CCCN2c3ccccc3Sc3ccc(C(F)(F)F)cc32)CC1,-1,12,-2,87*,3,-11,-6,23
COc1ccc(CCNC(=O)CSc2nc3[nH]ncc3c(=O)n2-c2cccc(C(F)(F)F)c2)cc1OC,-11,6,-1,-16,1,-3,-11,-13
CCNC(=O)c1ccccc1NC(=O)c1cccc(S(=O)(=O)N2CCC(C)CC2)c1,7,14,1,67*,15,11,-3,13
CC(C)Cc1nnc(NC(=O)CC(C)c2ccccc2)s1 (stereo unspecified),-5,-8,-3,9,12,2,-4,-1
COc1ccc2c(C)c(Cl)c(=O)oc2c1,0,-14,2,12,-6,-1,-11,-4
CN(CCC(=O)Nc1ccc(Cl)cc1)Cc1ccccc1,-1,-5,-1,11,11,-20,10,15
CCOc1ccc(-c2noc(CCCC(N)=O)n2)cc1OC,-8,-17,-3,7,0,-4,14,24
CCCCCCCCNS(=O)(=O)CCNCc1ccccc1OC,2,20,·,·,-20,4,·,·
COc1ccc(CCN2CC(C(=O)OCC(=O)NCc3ccccc3Cl)CC2=O)cc1OC (stereo unspecified),-13,9,·,·,-8,-2,-14,·
Cc1cc(-n2c(SCc3ccccc3F)nc3n[nH]c(C)c3c2=N)ccc1Cl,15,-1,2,8,53,2,-1,-13
